# Screening data from PubChem.
# AmpC no deterg: blocks E. coli AmpC beta-lactamase in detergent-free assay; AID 485341; P00811; AmpC nitrocefin hydrolysis, absorbance 480 nm, 0.0001% Triton; 330,000 compounds, 0.52% hits; Potency, µM (titrated, usually from 57.1 µM), inactives show top-dose activity change, negative = inhibition, most hits filed as inhibitors;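 note: potency is the fitted concentration of half-maximal effect; plate controls were no compound for no effect and no enzyme for full effect; nearly all actives have a fitted effect of over 20% in size; some results filed as inactive show a strong effect at the top dose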
# Target sequence (P00811 whole entry, looked up): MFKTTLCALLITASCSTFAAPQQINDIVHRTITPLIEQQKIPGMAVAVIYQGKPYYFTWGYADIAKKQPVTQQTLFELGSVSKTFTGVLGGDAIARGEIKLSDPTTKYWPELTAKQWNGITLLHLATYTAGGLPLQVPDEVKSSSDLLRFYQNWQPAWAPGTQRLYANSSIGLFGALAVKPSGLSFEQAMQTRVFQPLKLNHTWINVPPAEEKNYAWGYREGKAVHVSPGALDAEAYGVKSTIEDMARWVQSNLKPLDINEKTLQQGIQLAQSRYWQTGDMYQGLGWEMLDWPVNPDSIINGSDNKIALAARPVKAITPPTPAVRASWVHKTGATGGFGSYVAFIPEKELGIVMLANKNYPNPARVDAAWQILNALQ
#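 20 mM phosphate pH 7.0 + 0.01% (detergent screen) or 0.0001% Triton X-100; 5.3 nM AmpC reagent; cpd preinc 15 min RT; nitrocefin (800 uM stock) to start; A480 q20 s × 4 min; Activity was normalised to no-enzyme and no-compound control wells.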
# AMA1-RON2 inh: disrupts binding of P. falciparum AMA1 to RON2 | 360,000 compounds, 0.2% hits | AlphaScreen AMA1-biotinylated RON2 peptide binding | Potency, µM (top dose mostly 58.2 µM), inactives show at the highest dose activity change, negative = inhibition, usual class: inhibitors;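 note: potency is the fitted concentration of half-maximal effect; 0% = vehicle wells and -100% = peptide control; nearly all actives have a fitted effect of over 45% in size; some results filed as inactive show a strong effect at the top dose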
#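 AMA1 (3D7) with his tag at 25 nM final met compounds first, then biotinylated RON2 peptide at 25 nM; detection used donor plus acceptor beads, 10 µg/mL apiece, read by AlphaScreen after 30 min at room temperature.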
# HCMV antiviral: human cytomegalovirus inhibition | HFF cells, HCMV-luciferase reporter, 72 h; active compounds read low | activity change, negative = inhibition, % at 57.5 µM | 410,000 compounds, 4.5% hits; in the data active = activity change below about -60%; inconclusive = no clear call, values can overlap the other calls; inactive = above about -39%
#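 Steps: HFFs plated, 16 h 37C; compounds added; HCMV-luciferase added to MOI 1 PFU/cell; 72 h 37C; OneGlo reagent, 5 min room temperature; luminescence read, normalized to controls.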
# FBPA Giardia inh: Giardia lamblia aldolase inhibition | 290,000 compounds, 0.71% hits | Potency, µM (doses to about 59.6 µM), for inactives: at the highest dose activity, negative = inhibition, usual class: inhibitors | A8B2U2 | purified Giardia FBPA; note: potency is the fitted concentration of half-maximal effect; nearly all actives have a fitted effect of over 55% in size
# Target sequence (A8B2U2 whole entry, looked up): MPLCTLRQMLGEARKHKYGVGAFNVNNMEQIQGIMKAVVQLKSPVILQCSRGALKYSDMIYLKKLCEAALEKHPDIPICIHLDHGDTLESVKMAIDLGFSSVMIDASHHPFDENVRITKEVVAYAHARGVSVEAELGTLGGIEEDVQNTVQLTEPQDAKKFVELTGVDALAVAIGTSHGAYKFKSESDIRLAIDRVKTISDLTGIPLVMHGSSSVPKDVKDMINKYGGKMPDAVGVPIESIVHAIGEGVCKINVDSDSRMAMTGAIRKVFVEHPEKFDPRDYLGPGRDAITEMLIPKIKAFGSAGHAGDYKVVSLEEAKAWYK
#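 40 nM FBPA preincubated 10 min at RT with compound (up to 57.5 uM final), then substrate plus GAPDH/TPI/NAD/arsenate coupling and diaphorase/resazurin added. Fluorescence read after 20 min at RT, 525/598 nm.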
# Sm TGR block: inhibitors of Schistosoma mansoni thioredoxin glutathione reductase; Q962Y6; purified TGR, DTNB reduction, TNB absorbance 405 nm; Potency, µM (series often up to 114 µM), for inactives: at the top dose activity change, negative = inhibition, usual class: inhibitors; 360,000 compounds, 3% hits; AID 485364; note: potency is the fitted concentration of half-maximal effect; nearly all actives have a fitted effect of over 60% in size
#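 First, TGR (20 nM dispensed) and NADPH were mixed with compound. Second, a 15 min room-temperature incubation followed. Third, further NADPH and then DTNB were added to start the reaction. Finally, TNB absorbance was monitored kinetically.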
# AmpC inh detg: blocks E. coli AmpC beta-lactamase in detergent assay; AmpC hydrolysis of nitrocefin, absorbance 480 nm, 0.01% Triton; P00811; Potency, µM (titrated, usually from 114 µM), inactives show top-dose activity change, negative = inhibition, hits mostly inhibitors; 370,000 compounds, 0.041% hits;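 note: potency is the fitted concentration of half-maximal effect; 0% = no-compound wells and -100% = no-enzyme wells; nearly all actives have a fitted effect of over 25% in size; some results filed as inactive show a strong effect at the top dose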
#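 20 mM phosphate pH 7.0 + 0.01% (detergent screen) or 0.0001% Triton X-100; 5.3 nM AmpC reagent; cpd preinc 15 min RT; nitrocefin (800 uM stock) to start; A480 q20 s × 4 min; Activity was normalised to no-enzyme and no-compound control wells.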
# * = called active by the depositor; ? = inconclusive; . = no result given; & = joins results of further samples; ! = not active in a repeat; [ ] = dose if it differs, or a comment. Unless noted, calls come from the whole dose curve; as a rule, active = well fitted curve in the direction sought with a large enough effect; inconclusive = small, poorly fitted or top-dose-only effect, or another doubt; inactive = no such curve, though single readings can be large; an effect the other way counts as inactive or inconclusive. Unless noted, % is set by controls: 0 for no effect and ±100 for the full control effect. This is a random part of the collection. About 7.8% of those tested had a hit in this group.
SMILES,AmpC no deterg,AMA1-RON2 inh,HCMV antiviral,FBPA Giardia inh,Sm TGR block,AmpC inh detg
C/C(=N\NC(=O)Cn1nc(C)c(Br)c1C)c1cccs1,1.6%,10.4%,-8.5,3.7%,2.4%,?
Cc1ccc(N2C(=O)CC(Sc3ncn[nH]3)C2=O)cc1 (stereo unspecified),-21.5%,24.3%,8.0,?,0.447µM*,?
O=C(NC(=S)NCc1ccc2c(c1)OCO2)c1ccccc1,-28.1%,7.4%,9.9,9.5%,?,-8.7%
Cc1ccc(NC(=O)CN(C)C(=O)COC(=O)c2oc3ccccc3c2C)cc1,29.1%,-7.0%,-4.5,.,-7.1%,-2.4%
CC(C)N(Cc1ccccc1)C(=O)COC(=O)C1CCN(S(=O)(=O)c2ccc3c(c2)OCCO3)CC1,?,-4.5%,-29.1,.,5.1%,2.8%
CCCN(C(=O)C1CCN(S(=O)(=O)c2c(C)noc2/C=C/c2ccc(C)cc2)CC1)c1ccccc1F,.,.,-4.2,.,-2.5%,-2.3%
COc1ccc(-n2c(=O)c3c4c(sc3n(CC(=O)Nc3cc(C)[nH]n3)c2=O)CCC4)c(OC)c1,55.7%,?,?,0.8%,1.5%,-0.7%
Cc1ccc(N(CC(C)C)S(=O)(=O)c2nnc(NC(=O)c3ccco3)s2)cc1,.,.,-8.7,.,11.6%,0.7%
O=C(O)c1ccc(COc2ccc(/C=N/NC(=O)c3cccs3)cc2)cc1,-28.2%,20.6%,3.4,16.8%,4.0%,1.9%
Cc1cc(C)c2c(N)c(-c3nc4ccccc4[nH]3)sc2n1,-2.6%,10.4%,14.6,-13.4%,12.8%,?
Cc1ccc(NC(=O)COC(=O)c2ccc3c(=O)n4c(nc3c2)CCC4)c(Br)c1,-0.5%,0.4%,-38.5,.,-3.6%,4.7%
OC1(Cc2ccccc2)CCNCC1,-22.3%&-24.8%,12.2%,8.4,2.0%&-1.0%,44.7µM*!,4.7%&5.3%
CC(C)CC(=O)N1CCC(O)(CS(=O)(=O)Cc2ccc(Cl)cc2)CC1,8.0%,-6.1%,-29.2,1.6%,2.6%,-2.7%
COC(=O)c1c(NC(=O)CCN2CCOCC2)sc2c1CCCC2,150.9%[activator],-15.5%,26.8,-11.3%,-2.2%,?
Fc1ccccc1N1CCN(C(c2cccs2)c2nnnn2CCc2ccccc2)CC1 (stereo unspecified),-20.6%,-12.0%,-22.3,-0.9%,1.9%,?
CC1=C(C)CC(C(=O)N2CCN(C/C=C/c3ccccc3)CC2)C(C(=O)O)C1 (stereo unspecified),-21.1%,-7.4%,1.0,1.8%,-1.6%,-3.4%
CCOC(=O)c1ccc(NC(=O)CN2C(=O)C(CC)SC(CC)C2=O)cc1 (stereo unspecified),-8.2%,5.0%,0.7,-3.0%,-0.6%,?
Cc1cccc(NC(=S)N2CCN(C(=O)c3ccco3)CC2)c1C,-12.1%,-1.5%,?,-12.6%,2.2%,-0.2%
O=C(NNC(=O)c1cccnc1)Nc1ccc(Cl)c(Cl)c1,-7.5%,105.7%[activator],5.3,?,2.3%,-7.8%
COc1ccc(NC(=O)C2CCCN(S(=O)(=O)c3c(C)n[nH]c3C)C2)c(OC)c1 (stereo unspecified),1.0%,0.0%,-2.6,-0.7%,-7.4%,-6.6%
CC1CCCC2(C1)NC(=S)c1c(sc3c1CCCC3)N2 (stereo unspecified),-24.5%,52.8%[activator],34.3,6.7%,6.2%,-15.5%
CCOC(=O)CCNC(=O)N1CCCC(N(C)CCc2ccc(OC)c(OC)c2)C1 (stereo unspecified),-9.9%,-2.4%,-9.8,8.6%,-12.6%,-12.2%
c1ccc2[nH]c(CCCCc3nc4ccccc4[nH]3)nc2c1,-44.3%,18.4%,-17.7,-4.0%,-0.8%,-12.8%
Cc1ccc2c(c1)N(C(=O)CCC(=O)N1CCC(C(N)=O)CC1)CC(C)O2 (stereo unspecified),-18.2%,30.6%[activator],?,1.5%,35.3%,-11.9%
O=C(NCc1ccncc1)c1cccc(F)c1,-9.1%,-7.7%,29.4,4.4%,2.4%,-7.2%

# Only HCMV antiviral and AMA1-RON2 inh, for four of the compounds above:
Compound | HCMV antiviral | AMA1-RON2 inh
O=C(O)c1ccc(COc2ccc(/C=N/NC(=O)c3cccs3)cc2)cc1 | 3.4 | 20.6%
Cc1cc(C)c2c(N)c(-c3nc4ccccc4[nH]3)sc2n1 | 14.6 | 10.4%
Cc1ccc(NC(=O)COC(=O)c2ccc3c(=O)n4c(nc3c2)CCC4)c(Br)c1 | -38.5 | 0.4%
OC1(Cc2ccccc2)CCNCC1 | 8.4 | 12.2%

# The main list resumes, starting 3 compounds before the break.
SMILES,AmpC no deterg,AMA1-RON2 inh,HCMV antiviral,FBPA Giardia inh,Sm TGR block,AmpC inh detg
c1ccc2[nH]c(CCCCc3nc4ccccc4[nH]3)nc2c1,-44.3%,18.4%,-17.7,-4.0%,-0.8%,-12.8%
Cc1ccc2c(c1)N(C(=O)CCC(=O)N1CCC(C(N)=O)CC1)CC(C)O2 (stereo unspecified),-18.2%,30.6%[activator],?,1.5%,35.3%,-11.9%
O=C(NCc1ccncc1)c1cccc(F)c1,-9.1%,-7.7%,29.4,4.4%,2.4%,-7.2%
CC(C)(C)n1cc(S(=O)(=O)c2ccccc2)[nH]c1=O,-11.7%,1.9%,-21.2,1.9%,-5.4%,3.6%
CC1CCN(C(=O)C2CCN(S(=O)(=O)c3cccc4cccnc34)CC2)CC1,35.3%,-10.7%,-36.0,.,0.8%,-1.7%
CSc1n[nH]c(/N=C/c2oc(O)c3ccccc23)n1,-20.9%,-8.9%,20.4,-12.7%,-4.4%,2.2%
COC(=O)C(C)n1nnc2sc(-c3ccccc3)cc2c1=O (stereo unspecified),-14.2%,10.2%,?,1.9%,-8.0%&6.5%,-4.3%&8.2%
COc1ccc(CCNc2oc(COc3ccc(Br)cc3)nc2C#N)cc1OC,25.5%,-1.8%,-13.9,-8.9%,5.8%,-16.7%
COC(=O)c1ccc2c(=O)n(CCCCCC(=O)N3CCN(c4ccccc4)CC3)c(=O)[nH]c2c1,7.3%,10.7%,-29.1,1.5%,-4.0%,-2.8%
Cc1nc(-c2ccc(NC(=O)C3CC3)cc2)cs1,-12.7%,-5.2%,-4.4,1.8%,-3.8%,-9.0%
O=C(O)c1ccc(S(=O)(=O)NC2CCCc3ccccc32)cc1 (stereo unspecified),-9.0%,0.0%,7.4,?,-23.8%,2.2%
CN(C(=O)CN1C(=O)S/C(=C\c2ccc(Cl)cc2)C1=O)C1CCS(=O)(=O)C1 (stereo unspecified),18.0%,0.0%,-37.5,10.2%,-14.2%,-10.2%
Cc1cccc(N)c1-c1c(C)cccc1N,-13.6%,-4.1%,-19.6,1.8%,.,3.0%
CCC(C)[C@H](NC(=O)C1(c2ccccc2)CCN(C(=O)OC(C)(C)C)CC1)C(=O)N[C@@H](C(=O)O)c1ccccc1 (stereo partly specified),14.0%,-4.7%,4.5,4.1%,-3.0%,?
Cc1ccc2nc(COc3ccc(N(C)S(=O)(=O)c4ccccc4)cc3)cc(=O)n2c1,-9.2%,9.3%,0.0,?,-6.8%,-13.9%
COc1ccc(C(=O)Nc2ccc(Cl)cc2C(=O)N2CCCC(C)C2)cc1 (stereo unspecified),0.0%,-9.1%,-100.0*,2.0%,-1.1%,-0.8%
O=C(O)c1cccc(Nc2nc(C(F)(F)F)nc3ccccc23)c1,-2.3%,11.2%,-18.3,?,.,-2.0%
COc1ccc(NC(=O)CSc2nc3ccccc3c(=O)[nH]2)cc1S(N)(=O)=O,-25.7%,0.0%,-25.2,.,5.3%,6.7%
COc1cc2c(cc1OC)CN(C(=O)c1ccc(S(=O)(=O)N3CCCCC3)cc1)CC2,100.0%[activator],-4.2%,0.3,0.4%,-8.6%,-7.5%
COc1cc(-c2nn3c(-c4ccco4)nnc3s2)cc(OC)c1OC,-9.6%,.,.,1.4%,-1.3%,-11.0%
N#Cc1cc(S(=O)(=O)c2ccc(F)cc2)c(N)[nH]c1=O,-28.2%,-7.9%,-69.9*,?,-5.8%,-3.1%
CNC(=S)N(CCc1c(C)[nH]c2ccc(C)cc12)Cc1cc(OC)c(OC)c(OC)c1,161.3%[activator],-18.5%,7.2,-4.7%,-2.5%,-9.5%
COc1ccc(C(CC(=O)N2CCCCC2)c2c(OC)cc(OC)c3ccc(=O)oc23)cc1 (stereo unspecified),129.7%[activator],-7.3%,2.1,7.1%&5.6%,-11.9%,4.8%
COc1ccccc1N(C(=O)c1snc(C(N)=O)c1N)C(C(=O)NCc1ccccc1)c1ccc(C)o1 (stereo unspecified),-0.3%,-0.1%,-21.1,2.1%,-15.5%,?
COc1ccc(-n2ncc3c(NCCC4=CCCCC4)ncnc32)cc1,.,.,-1.9,.,8.2%,6.2%
N#CC1=C2SCN(c3ccccc3)CN2C(=O)CC1c1cccs1 (stereo unspecified),-39.4%,22.2%,-12.1,?,?,-1.6%
O=[N+]([O-])c1cc(C(F)(F)F)ccc1NCCc1c[nH]c2ccccc12,-31.4%,?,-24.8,-8.8%,2.8%,-7.2%
CC1(C)CC(=O)C=C(Nc2ccc(Cl)cc2)C1,-16.6%,0.3%,?,-1.8%,0.5%,0.9%
# (list continues)
SMILES,AmpC no deterg,AMA1-RON2 inh,HCMV antiviral,FBPA Giardia inh,Sm TGR block,AmpC inh detg
Cc1ccc(N/N=C2/CCCNC2=O)cc1,-14.8%,-1.0%,28.7,-26.1%,31.6µM*,-13.9%
CN(C)CCCNC(CC(=O)Nc1cccc([N+](=O)[O-])c1)C(=O)O (stereo unspecified),-30.8%,48.8%[activator],-20.6,-1.5%,0.2%,-4.1%
CC(C)(C)c1ccc(C(=O)NCc2nnc(SCC(=O)NCc3ccco3)o2)cc1,42.6%,-13.1%,20.3,-12.4%,-18.2%,-2.7%
N#CC1=C(N)NC(SCC(=O)Nc2ccccc2)=C(C#N)C12CCCC2,-52.0%,-0.1%,-21.3,1.4%,4.0%,-0.9%
COC(=O)C1=C(C)NC2=C(C(=O)CC(C)(C)C2)C1c1cccc(C)n1 (stereo unspecified),-2.4%,16.2%,-27.6,0.2%,-5.2%,-11.6%
COC(=O)c1c(NC(=O)COC(=O)c2ccc(C)s2)sc2c1CCCCC2,-30.4%,0.2%,1.8,2.7%,3.2%,-2.2%
COc1ccc(CC(=O)n2nc(-c3cccnc3)nc2N)cc1,-28.6%,1.4%,17.0,3.9%,-7.1%,?
COc1ccc2c(c1)c1ncn(CCCN3CCOCC3)c(=O)c1n2C,27.7%,0.0%,-4.4,-2.6%,4.8%,0.1%
Cn1cc(CCC(=O)NCc2cccc(Cl)c2)c2ccccc21,-15.5%,-11.0%,?,7.2%,-11.5%,0.3%
CCOc1ccc(NC(=O)CC2NCCNC2=O)cc1 (stereo unspecified),?,7.9%,70.7,0.6%,-6.4%,4.6%
